Screening data from PubChem.
M4 PAM = positive allosteric modulators of human muscarinic M4 receptor; 360,000 compounds, 0.4% hits; CHO-K1 hM4/Gqi5, Fluo-8 calcium fluorescence, ACh EC20; 0% = ACh EC20, 100% = maximal ACh; activation, % at 3 µM;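 active = activation above its plate's cutoff, the mean activation of sample wells plus 3 SD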; also: some results filed as inactive read as strong as hits
CRFR2-BP ag = CRF-BP/CRF-R2 complex agonism | HEK293 CRF-R2/CRF-BP, calcium dye fluorescence (FLIPR); percent of saturating CRF peptide response | activation, % at 13.2 µM | 350,000 compounds, 0.46% hits;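 active = activation of at least 50%, plus an integration ratio under a set limit after plate pattern correction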;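 also: plate controls were neutral control wells without compound for no effect and CRF at EC100 for full effect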
M5 PAM = positive allosteric modulators of human muscarinic M5 receptor; P08912; AID 624038; activation, % at 3 µM; 360,000 compounds, 0.3% hits; CHO-K1 hM5, Fluo-8 calcium, ACh EC20 PAM; 0% = ACh EC20, 100% = ACh EC100;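 active = activation above the run cutoff, the mean activation of all test compounds plus 3 SD, cut at about 18% in these data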
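Measured by: Fluo-8 calcium fluorescence; material: human M5 receptor in CHO-K1 cells; schedule: Post-acetylcholine fluorescence recording 140 s; benchmarks: low control EC20 acetylcholine (0%), high control EC100 acetylcholine (100%); read-out: Max/basal fluorescence ratio as % of EC20–EC100 ACh window; compound: single dose, 3 µM nominal final test concentration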
CHRM5 agonist = agonists of human muscarinic M5 receptor (CHRM5); P08912; 360,000 compounds, 0.19% hits; AID 624037; CHO-K1 hM5 cells, Fluo-8 calcium fluorescence; 0% DMSO wells, 100% maximal acetylcholine response; activation, % at 3 µM;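 active = activation above the run's mean over test compounds plus 3 SD, cut at about 23% in these data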;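 also: signal is peak over basal fluorescence ratio across the kinetic read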
CHRM4 agonist = agonists of human muscarinic M4 receptor (CHRM4). P08173. CHO-K1 hM4/Gqi5, Fluo-8 calcium fluorescence; vehicle 0%, full acetylcholine response 100%. activation, % at 3 µM. 360,000 compounds, 0.14% hits. AID 624127;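 active = activation above the run mean over all test wells plus 3 SD, cut at about 32% in these data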;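 also: peak over basal fluorescence ratio per well then scaled between controls; 0% = DMSO wells and 100% = acetylcholine at EC100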
IDE cell inh = cellular human IDE inhibition | P14735 | HEK cells, FAbetaB cleavage, fluorescence polarization | inhibition, % at 5.59 µM | 320,000 compounds, 0.41% hits | AID 434962;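 active = percent inhibition above the average of all tested compounds plus 3 SD, set per screening campaign, cut at about 16% in these data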;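 also: IDE supplied by intact live HEK cells; FP after avidin binding of uncleaved biotin substrate so inhibition keeps polarization high; 0% = DMSO wells and 100% = 60 µM reference IDE inhibitor Ii1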
Target sequence (P14735 whole entry, looked up): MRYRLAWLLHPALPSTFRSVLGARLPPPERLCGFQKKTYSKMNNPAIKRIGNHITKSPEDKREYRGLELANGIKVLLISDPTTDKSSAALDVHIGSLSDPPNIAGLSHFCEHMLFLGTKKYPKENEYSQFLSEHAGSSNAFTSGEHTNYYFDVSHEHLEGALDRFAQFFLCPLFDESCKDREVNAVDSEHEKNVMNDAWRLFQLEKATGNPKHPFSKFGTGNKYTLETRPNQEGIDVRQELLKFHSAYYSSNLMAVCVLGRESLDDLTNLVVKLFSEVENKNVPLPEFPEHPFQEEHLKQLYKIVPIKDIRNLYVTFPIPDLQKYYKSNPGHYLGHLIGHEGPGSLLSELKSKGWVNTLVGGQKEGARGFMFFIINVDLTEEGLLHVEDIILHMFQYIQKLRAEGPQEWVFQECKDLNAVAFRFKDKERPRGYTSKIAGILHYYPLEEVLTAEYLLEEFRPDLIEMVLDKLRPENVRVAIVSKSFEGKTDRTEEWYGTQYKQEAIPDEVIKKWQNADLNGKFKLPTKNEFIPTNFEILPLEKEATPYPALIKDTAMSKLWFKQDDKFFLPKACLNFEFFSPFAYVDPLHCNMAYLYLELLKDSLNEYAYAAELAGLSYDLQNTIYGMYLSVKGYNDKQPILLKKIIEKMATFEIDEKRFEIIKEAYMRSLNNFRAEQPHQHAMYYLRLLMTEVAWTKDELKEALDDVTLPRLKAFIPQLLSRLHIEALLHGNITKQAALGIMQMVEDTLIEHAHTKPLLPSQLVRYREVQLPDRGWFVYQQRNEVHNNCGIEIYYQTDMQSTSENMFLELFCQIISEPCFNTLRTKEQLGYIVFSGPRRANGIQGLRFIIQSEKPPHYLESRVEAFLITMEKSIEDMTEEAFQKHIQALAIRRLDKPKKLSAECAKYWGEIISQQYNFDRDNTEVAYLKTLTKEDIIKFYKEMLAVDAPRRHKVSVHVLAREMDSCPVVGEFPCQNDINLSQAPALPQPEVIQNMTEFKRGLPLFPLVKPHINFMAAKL
CHRM4 antagonist = antagonists of human muscarinic M4 receptor (CHRM4); inhibition, % at 3 µM; 360,000 compounds, 0.73% hits; P08173; AID 624125; CHO-hM4 cells, ACh EC80, Fluo-8 calcium fluorescence;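 active = inhibition above its plate's cutoff, the mean inhibition of sample wells plus 3 SD, cut at about 27% in these data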;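 also: 0% = acetylcholine EC80 with DMSO and 100% = DMSO without agonist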
CRFR2-BP antag = CRF-BP/CRF-R2 complex antagonism; inhibition, % at 11.8 µM; 350,000 compounds, 0.59% hits; HEK293 CRF-R2/CRF-BP, CRF-induced calcium fluorescence; AID 588475;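 active = inhibition of the ligand-induced calcium signal above about 50% at the single tested concentration, limit read from the data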
CHRM5 antagonist = antagonists of human muscarinic M5 receptor (CHRM5); inhibition, % at 3 µM; AID 624040; P08912; 360,000 compounds, 0.59% hits; CHO-hM5 cells, Fluo-8 calcium fluorescence, ACh EC80;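 active = inhibition above a per-plate cutoff, the mean of that plate's test compounds plus 3 SD, cut at about 27% in these data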;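 also: 0% = acetylcholine EC80 with DMSO and 100% = DMSO without agonist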
The depositor's hits bear a star; . = no result given.

M4 PAM	CRFR2-BP ag	M5 PAM	CHRM5 agonist	CHRM4 agonist	IDE cell inh	CHRM4 antagonist	CRFR2-BP antag	CHRM5 antagonist	Compound
-1	0.2	-8	-12	3	-6	-3	4	-4	COc1cccc(CNS(=O)(=O)/C=C/c2ccc3c(c2)OCO3)c1
-1	0.3	2	1	0	6	5	-1	12	N#CCCN(Cc1cccnc1)C(=S)NC(=O)c1ccccc1
-1	-0.4	-5	-6	0	-3	0	-12	13	O=C(/C=C/Nc1ccc(F)c(F)c1)c1ccc(Br)cc1
1	-3.1	-2	-1	2	4	-21	47	-3	COc1cc(NC(=O)Cn2c(=O)n(CC3CCCO3)c(=O)c3cc(OC)c(OC)cc32)cc(OC)c1 (stereo not given)
-5	-0.1	-7	-2	0	9	3	0	-1	CSc1sc(C(=O)O)c2c1C(=O)CCC2
2	-1.0	-3	-4	2	-9	-8	6	6	COc1ccccc1OC(C)C(=O)Nc1ccc(S(=O)(=O)N2CCN(C)CC2)cc1 (stereo not given)
-3	-1.2	-11	-6	4	-2	4	-5	32*	CCN(CC(=O)Nc1ccc(OC)cc1)C(=O)CN1C(=O)NC(C)(c2ccc3ccccc3c2)C1=O (stereo not given)
-2	10	5	2	4	12	-5	5	14	CCOC(=O)C1CCN(C(=O)c2cccnc2Oc2ccc(Cl)cc2)CC1
-2	-1.6	-7	1	13	3	-10	-15	0	Cc1ccc(NC(=O)C2CCN(C(=O)N3CCOc4ccccc43)CC2)cc1
4	-1.4	-2	-3	1	.	-5	-1	1	CC1(C)Cc2c(C#N)c(SCCC#N)nc(N3CCOCC3)c2CO1
-2	5.7	-2	2	1	-2	5	-7	9	Cc1cc(Nc2nc3ccccc3nc2Cl)n(-c2ccc([N+](=O)[O-])cc2)n1
5	-1.3	-3	-6	1	1	-6	-10	8	Cc1cnccc1CN(C)C(=O)C1CCC(=O)N(Cc2ccccc2F)C1 (stereo not given)
3	.	4	1	0	.	-3	.	-8	COCCNC(=O)C1(C)CCCN(C(=O)c2cc(C)on2)C1 (stereo not given)
0	-1.2	5	-8	0	-3	2	-2	-1	COc1ccccc1NC(=O)CCn1cccc1
-3	0.5	6	3	0	1	14	-3	-3	CCOC(=O)N1CCN(C(=O)COc2ccc(Cl)cc2C)CC1
-1	3.4	-10	0	3	1	-1	-19	-2	Nc1c(NCc2ccccc2)c2ccccc2oc1=O
7	-5.3	-3	2	1	-2	-9	18	3	Cc1ccc(S(=O)(=O)N2[C@@H](c3ccc(Br)cc3)C(C(=O)O)=CC[C@H]2c2cccs2)cc1
2	.	1	1	1	.	-4	.	-3	COc1ccc(C(C)=O)cc1Cn1c(C)c(C(=O)NCc2ccc3c(c2)OCO3)sc1=O
-8	-1.7	7	1	3	3	0	24	-3	CCN(CC)S(=O)(=O)c1ccc2c(c1)nc(CCC(=O)Nc1ccc(N3CCOCC3)cc1)n2C
-3	0.5	0	0	1	-5	5	3	8	CCn1c(C)cc(/C=C2/NC(=O)N(c3ccccc3)C2=O)c1C

The listing continues:
M4 PAM	CRFR2-BP ag	M5 PAM	CHRM5 agonist	CHRM4 agonist	IDE cell inh	CHRM4 antagonist	CRFR2-BP antag	CHRM5 antagonist	Compound
-4	0.0	1	0	-1	.	4	-2	-2	C[C@@H]1CN([C@@H](C)CO)C(=O)c2c(c3ccccc3n2C)-c2ccccc2CO[C@H]1CN(C)S(=O)(=O)c1ccc(C(F)(F)F)cc1
1	1.4	-3	2	0	-1	-12	-3	4	CCc1nnc(NC(=O)CSc2nc3c(c(=O)n2CC)SC(C)C3)s1 (stereo not given)
8	1.5	-4	4	-1	2	8	-13	-6	C=CCn1cc(Cl)c(=O)n(CC=C)c1=O
10	-3.9	-4	1	5	-3	-6	-40	-2	CN(CC(=O)Nc1cccc2c1CCCC2)S(=O)(=O)c1ccc(Cl)cc1
-3	0.3	-10	0	5	12	-3	-4	3	Cc1ccc(C(C)C)c(OCc2nnc3n2CCCCC3)c1
5	0.2	3	-1	2	-2	-13	6	-3	OC[C@@H](O)[C@@H](O)[C@H](O)[C@@H](O)CO
-2	-0.8	8	-4	1	3	-3	5	-9	C/C=C(\C)CN1CCCC(N(C)CCc2ccc(OC)c(OC)c2)C1 (stereo not given)
0	-0.3	2	-6	2	.	-2	3	-12	O=C(N/N=C/c1ccncc1)c1cccc(S(=O)(=O)N2CCCC2)c1
0	-0.8	4	-1	0	-3	4	2	-3	Cc1cc(C(F)F)n2nc(C(=O)Nc3cccnc3Cl)nc2n1
8	-1.5	0	2	2	2	-17	4	6	COc1ccccc1NS(=O)(=O)c1cc(C(=O)N2CCCCCC2)ccc1C
-2	0.7	2	-3	0	0	3	15	5	COc1ccc(C(CNC(=O)Cc2ccccc2)N2CCCCC2)cc1 (stereo not given)
-8	.	-7	-2	0	.	-3	.	-5	CC1(C(=O)Nc2ccc(Cl)c(Cl)c2)CCN1C(=O)CC(c1ccccc1)c1ccccc1 (stereo not given)
7	0.9	-2	-4	0	-1	-14	1	7	COc1ccc(CCn2c(NN)nc3c2c(=O)[nH]c(=O)n3C)cc1
-5	-0.8	-6	-1	3	7	2	14	11	CC(C)N(C(=O)COC(=O)c1cccc(N(C)C)c1)c1ccccc1
2	0.4	4	1	0	.	-12	1	-12	O=C1C2C3CCC(O3)C2C(=O)N1c1cc(OCC(F)F)cc([N+](=O)[O-])c1 (stereo not given)
3	-3.2	2	2	3	-6	-7	1	-6	O=C(CSCc1ccccc1Cl)NCCSc1ccccn1
-3	-2.9	-6	-2	1	-3	0	28	10	Cc1cc(NC(=NC2CC2)c2ccccc2)n(-c2ccccc2)n1
-1	-0.8	1	0	4	3	-2	10	9	CC1CC(C)CN(CC(=O)NCCc2ccc(S(N)(=O)=O)cc2)C1 (stereo not given)
-5	1.9	-4	-1	0	-5	-1	-5	-7	COc1ccc(-n2cnc3c(cnn3CCC#N)c2=N)cc1
6	1.8	-2	-5	8	0	-23	-3	7	CCO[C@@H]1OC(C(=O)N2CCN(Cc3ccccc3)CC2)=C[C@H](c2ccc(C(F)(F)F)cc2)[C@H]1CCCO

Among those listed so far, two have a thiophene ring, fused or not.
M4 PAM	CRFR2-BP ag	M5 PAM	CHRM5 agonist	CHRM4 agonist	IDE cell inh	CHRM4 antagonist	CRFR2-BP antag	CHRM5 antagonist	Compound
-5	-0.1	-7	-2	0	9	3	0	-1	CSc1sc(C(=O)O)c2c1C(=O)CCC2
7	-5.3	-3	2	1	-2	-9	18	3	Cc1ccc(S(=O)(=O)N2[C@@H](c3ccc(Br)cc3)C(C(=O)O)=CC[C@H]2c2cccs2)cc1

The listing continues:
M4 PAM	CRFR2-BP ag	M5 PAM	CHRM5 agonist	CHRM4 agonist	IDE cell inh	CHRM4 antagonist	CRFR2-BP antag	CHRM5 antagonist	Compound
1	2.3	-5	0	0	-4	-2	5	-2	COc1ccc([C@@H]2CC(=O)c3c(O)cc(O[C@@H]4OC(CO[C@@H]5OC(C)[C@H](O)[C@H](O)C5O)[C@@H](O)[C@@H](O)C4O)cc3O2)cc1O (stereo not given in full)
-2	-2.0	11	-5	1	-1	-11	0	-10	CC(=O)C1=C(O)CCCC1=NCc1nc2ccccc2[nH]1
2	.	4	0	1	.	-7	.	3	CCOC(=O)C1(C)CCCN(C(=O)CCc2ccccc2)C1 (stereo not given)
-1	0.4	-8	-4	2	6	8	-14	14	N=C1C(=O)OCC1c1cc(Cl)ccc1NC(=O)Nc1ccccc1 (stereo not given)
0	-1.2	2	0	0	-3	-7	-2	5	CCNc1ccccc1C(=O)O
3	6.4	-14	-8	0	4	-7	15	4	Cc1cc(C)c(OCC(=O)Nc2ccc(S(=O)(=O)N3CCCC3)cc2)c(C)c1
1	.	-3	0	1	.	-11	.	5	CCCCn1c(O)c2n(c1=O)Cc1ccccc1N=C2c1ccc(OC)cc1
16	1.4	1	0	2	4	-1	8	3	O=C(O)c1cc(NC(=O)c2cccc(N3C(=O)c4ccccc4C3=O)c2)cc(C(=O)O)c1
0	-1.1	-3	6	3	.	-8	-7	8	COc1ccc(NC(=O)CN2C(=O)NC(C)(c3ccccc3)C2=O)cn1 (stereo not given)
-6	-0.3	-3	-2	1	.	-5	11	-8	CNC(=O)NC(=O)CSc1ccc(S(=O)(=O)N(C)C2CCCCC2)cn1
7	-2.2	-2	-9	2	6	-25	6	-9	CCC(C)NC(=O)CSc1nc2n[nH]c(C)c2c(=N)n1-c1ccc(OC)cc1 (stereo not given)
5	-1.5	-4	3	2	-3	-3	-20	6	Cc1cc(NCCCCO)n2c(nc3ccccc32)c1C#N
16*	3.2	12	5	-2	-1	-9	17	-4	O=C(Nc1ccccc1C(=O)O)c1cc(S(=O)(=O)Nc2ccccc2)ccc1Cl
2	-1.2	-2	0	-1	-4	2	-4	-3	O=C(c1ccco1)c1nc2c(n1O)CCCCC2
-4	-0.3	-2	2	0	-3	3	-9	-1	CCn1nnnc1SCC(=O)Nc1nc(C)c(C)s1
6	-1.5	0	-1	0	3	-4	-3	-1	O=C(O)/C=C/C(=O)Nc1ccccc1-c1ccccc1NC(=O)/C=C/C(=O)O
-2	-1.1	-13	1	12	3	-7	-20	-9	NS(=O)(=O)c1ccc(NCC2COc3ccccc3O2)c([N+](=O)[O-])c1 (stereo not given)
0	1.1	0	-1	3	8	5	-23	-6	COc1ccc2[nH]c(=O)c(CN(CC3CCCO3)C(=S)Nc3ccccc3)cc2c1 (stereo not given)
5	0.7	17	-3	0	2	24	4	12	O=C(NC1CCCCC1)c1nc2c(nnn2Cc2ccccc2Cl)c(=O)[nH]1
-1	-0.3	-10	1	1	5	2	30	20	CCOC(=O)c1ccc(N2CCN(C(C)=O)CC2)c(NC(=O)c2cccnc2)c1

(more compounds)
M4 PAM	CRFR2-BP ag	M5 PAM	CHRM5 agonist	CHRM4 agonist	IDE cell inh	CHRM4 antagonist	CRFR2-BP antag	CHRM5 antagonist	Compound
-2	-1.5	-4	-1	0	1	-3	18	1	Cc1nc2c(-c3ccc(F)cc3)c(C)nn2c(C)c1CCC(=O)NCc1ccco1
10	-1.2	10	0	0	-2	-2	-12	-1	Cn1ncc(N)c1C(=O)Nc1cccc(C(F)(F)F)c1
-5	0.6	-1	0	0	4	8	-12	13	Cc1c(/C(O)=C2/C(=O)C(=O)N(CCN(C)C)C2c2ccc(C(C)C)cc2)cnn1-c1ccccc1 (stereo not given)
-1	-1.2	-4	-2	1	3	-5	5	11	Cc1ccc(C)c(S(=O)(=O)/N=C(/Nc2ccccc2)c2ccccc2)c1
1	-1.5	3	1	0	5	-4	6	7	COc1ccc(CC(=O)NC(C)c2nnc(SCC(=O)Nc3ccccc3F)n2C)cc1 (stereo not given)
2	.	-3	-3	1	.	1	.	7	O=C1NC[C@@H](CCCCN2C[C@H](Cc3ccccc3)N(CCc3ccc(O)cc3)C(=O)C2=O)N(CC2CCCCC2)C1=O
0	0.5	-1	-2	-1	.	3	-6	0	COc1ccc(OC)c(-c2cc(C(=O)N/N=C(\C)c3cccnc3)c3ccccc3n2)c1
0	-1.1	-4	0	0	.	2	-2	-17	O=C1C(=O)N(CCCN2CCOCC2)C(c2ccc(Cl)cc2)/C1=C(/O)c1ccc(F)cc1 (stereo not given)
4	0.7	5	1	0	5	-15	17	-3	C#CCOCCOCCOCCNc1nc(N2CCN(C(=O)Cn3cc(CCCN=C(N)N)nn3)CC2)nc(N2CCN(C(=O)[C@H]([C@@H](C)O)n3cc(CCCCN)nn3)CC2)n1

Random draw from the library, and some 2.9% of all compounds hit somewhere here.
